NadD block – inhibitors of S. aureus NadD, primary screen, biochemical, colorimetric, uHTS; Nicotinate-nucleotide adenylyltransferase NadD (Staphylococcus aureus N315); purified NadD enzyme, colorimetric absorbance read-out; inhibition, % at 20 µM; actives 0.78% (n = 360,000); in the data active means inhibition above about 26%; further: some compounds past the cut are filed as inactive
NRP1-CendR mod – modulators of CendR peptide binding to NRP-1, primary screen, biochemical, fluorescence polarization, uHTS | FAM-RPARPAR peptide binding to NRP-1 | inhibition, % at 25 µM | AID 602438, 2012 | actives 0.85% (n = 360,000) | Neuropilin-1 (Homo sapiens), O14786;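 active means inhibition or corrected inhibition above about 18%, plus a signal ratio from 0.5 to 1.5, limit read from the data, passing the limit was not always enough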; further: strong numbers were not always called active
MT1-MMP act inh – blockers of MT1-MMP proenzyme processing, primary screen, HT1080 RFP-PRO-GFP cells, GFP/RFP fluorescence; Matrix metalloproteinase-14 (Homo sapiens), P50281; GFP/RFP ratio fluorescence, overnight; percent of plate control window, DMSO zero; GFP/RFP ratio change, % at 20 µM; actives 0.061% (n = 360,000);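 active means GFP/RFP ratio change of at least 30% with cell ATP level not reduced by more than half and red fluorescence within 50% of control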; further: strong numbers were not always called active
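Assay system: HT1080 RFP-PRO-GFP cells | Dosing: 20 µM single dose, 1% DMSO | Incubation: Cells overnight before dosing, compound overnight, 37 °C, 5% CO2 | Evaluation: GFP/RFP fluorescence ratio | Control set: DMSO-only wells and HT1080 RFP-L50D-GFP cell wells as references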
STEP block – STEP phosphatase inhibitors, primary screen, biochemical, fluorescence intensity, uHTS. Tyrosine-protein phosphatase non-receptor type 5 (Homo sapiens), P54829. recombinant STEP, OMFP fluorogenic substrate. inhibition, % at 20 µM. actives 0.25% (n = 360,000);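 active means inhibition at 20 µM, scaled per plate between control wells, above about 37%, limit read from the data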;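 further: 0% = DMSO with enzyme and substrate and 100% = substrate only without enzyme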
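Test system: STEP tyrosine phosphatase / Reagent: OMFP at 25 µM / Doses: 20 µM, 1% DMSO / Read-out: percent inhibition scaled to no-enzyme and uninhibited-enzyme controls, plate-pattern corrected / Detection: FITC-channel fluorescence of OMFP product / Medium: Bis-Tris buffer pH 6.0, 2.5 mM DTT, 0.005% Tween 20 / Schedule: 20 min at room temperature, dark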
Scp1 inh – Scp-1 phosphatase inhibitors, primary screen, biochemical, colorimetric, uHTS; Carboxy-terminal domain RNA polymerase II polypeptide A small phosphatase 1 (Homo …; Recombinant Scp1, phosphopeptide, malachite green phosphate absorbance; inhibition, % at 20 µM; actives 0.88% (n = 340,000); AID 493091, 2011;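 active means inhibition above about 50% at 20 µM, limit read from the data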;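 further: plate controls were DMSO wells with enzyme for no effect and wells lacking enzyme for full effect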
Target sequence (Q9GZU7 76-261 limits assumed): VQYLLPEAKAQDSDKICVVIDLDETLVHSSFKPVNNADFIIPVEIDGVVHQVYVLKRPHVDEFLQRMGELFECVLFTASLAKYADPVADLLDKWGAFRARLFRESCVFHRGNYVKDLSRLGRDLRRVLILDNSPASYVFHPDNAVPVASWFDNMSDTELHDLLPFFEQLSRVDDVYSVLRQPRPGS
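Times: enzyme reaction 45 min at room temperature, colour 5 min, stabilisation 30 min. Material: SCP-1 catalytic fragment, aa 76-261. Medium: Acidic Tris acetate buffer with magnesium and detergent. Signal: colorimetric free-phosphate detection, absorbance 630 nm. Read-out basis: % inhibition of SCP-1 phosphate liberation. Reagent: Phosphorylated 17-residue peptide substrate.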
SKN-1 block – suppressors of acrylamide-induced Pgst-4::GFP reporter in worms, primary screen, SKN-1 inhibitor project, whole organism, uHTS, GFP/RFP fluorescence ratio, strain VP596; actives 0.49% (n = 360,000); inhibition, % at 21.8 µM; C. elegans VP596 Pgst-4::GFP/RFP ratio, 24 h;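 active means interference check ratio from 0.5 to 1.5 plus GFP to RFP signal ratio inhibition reaching or exceeding a fixed threshold, cut at about 30% in these data, passing the limit was not always enough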; further: some compounds called inactive have numbers as strong as hits
DNMT1 block – human DNMT1 methyltransferase inhibitors, primary screen, biochemical, molecular beacon, fluorescence, HinP1I cleavage, uHTS; DNA (cytosine-5)-methyltransferase 1 (Homo sapiens), P26358; inhibition (reported as % activation of signal), % at 10 µM; actives 0.83% (n = 360,000); in the data active means inhibition above about 50%
SUMO1 PPI mod – modulators of SUMO1 protein-protein interactions, primary screen, biochemical, uHTS | inhibition, % at 20 µM | Small ubiquitin-related modifier 1 (Homo sapiens), P63165 | SUMO1 binding to a labelled peptide, TR-FRET, 1 h | actives 0.33% (n = 360,000); in the data active means inhibition above about 37%
Target sequence (P63165 whole entry, looked up): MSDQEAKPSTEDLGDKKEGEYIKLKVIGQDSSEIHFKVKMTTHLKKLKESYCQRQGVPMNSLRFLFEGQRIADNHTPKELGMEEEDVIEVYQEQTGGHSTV
Rpn11 inh – Rpn11 (PSMD14) deubiquitinase inhibitors, primary screen, biochemical, fluorescence polarization, uHTS; human 26S proteasome, Ub4-pepOG fluorescence polarization; 20S core pre-blocked with epoxomicin; calls only at 20 µM; actives 0.59% (n = 360,000); AID 588493, 2011;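 active means inhibition at 20 µM, scaled to each plate's controls, above about 33%, limit read from the data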
Target sequence (O00487 whole entry, looked up): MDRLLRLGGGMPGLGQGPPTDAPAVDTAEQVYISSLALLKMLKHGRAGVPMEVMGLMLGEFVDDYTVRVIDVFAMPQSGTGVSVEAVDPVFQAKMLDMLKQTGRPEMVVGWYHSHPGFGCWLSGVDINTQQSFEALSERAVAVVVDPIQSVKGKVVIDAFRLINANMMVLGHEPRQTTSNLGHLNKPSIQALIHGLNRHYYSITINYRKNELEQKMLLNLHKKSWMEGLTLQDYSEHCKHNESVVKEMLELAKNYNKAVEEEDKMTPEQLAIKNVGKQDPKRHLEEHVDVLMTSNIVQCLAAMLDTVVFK
LMPTP inh – LMPTP phosphatase inhibitors, primary screen, biochemical, fluorescence intensity, uHTS. inhibition, % at 20 µM. Low molecular weight phosphotyrosine protein phosphatase (Homo sapiens), P24666. recombinant LMPTP-A, OMFP fluorogenic substrate. AID 651560, 2012. actives 0.22% (n = 360,000);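 active means compounds that cut the enzyme signal by at least half of the control window in the single-dose screen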;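 further: plate controls were DMSO wells with enzyme plus substrate for no effect and substrate without enzyme for full effect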
Target sequence (P24666 whole entry, looked up): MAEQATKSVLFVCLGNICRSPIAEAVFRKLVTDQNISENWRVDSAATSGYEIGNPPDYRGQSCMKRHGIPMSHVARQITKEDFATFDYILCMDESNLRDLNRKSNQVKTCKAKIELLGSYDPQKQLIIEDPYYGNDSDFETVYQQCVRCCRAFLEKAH
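Test system: LMPTP-A, protein tyrosine phosphatase of low molecular weight; Input: 0.625 nM enzyme; Incubation: 50 min dark incubation at room temperature; Signal: endpoint fluorescence intensity from OMFP dephosphorylation; Read-out basis: % inhibition versus control wells.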
An asterisk follows results filed as active; i = inactive; . = not tested or not shown.

(1) CC(C)[C@H](NC(=O)c1ccco1)C(=O)OCC(=O)c1ccc(Br)s1
(2) Cn1cc(C(=O)c2ccc(Cl)cc2Cl)cc1C(=O)O
(3) CC1CC(C)CN(C(=O)C(C)N2CCN(S(=O)(=O)c3ccc(Br)s3)CC2)C1 (stereo not drawn)
(4) COc1ccccc1CNC(=O)CCCn1c(=O)c2ccccc2n(CC(=O)NC2CCCC2)c1=O
(5) O=C(CN1CCOCC1)Nc1ccccc1
(6) Cc1ccc(S(=O)(=O)Cc2csc(N)n2)cc1
(7) N#CCC(=O)Nc1ccc(C(=O)OCC(=O)NCc2ccc3c(c2)OCO3)cc1
(8) N#Cc1ccc(C(=O)OCC(=O)NC2CCCC2)cc1
compound no.	1	2	3	4	5	6	7	8
LMPTP inh	0.2	-1.3	0.3	-0.7	-0.3	-1.8	1.1	1.7
SUMO1 PPI mod	-11.9	-3.0	-2.8	-0.1	-0.5	-2.4	9.9	1.6
SKN-1 block	-2.7	-21.6	-7.6	13.4	-2.6	0.7	4.6	-5.7
Rpn11 inh	i	i	i	i	i	i	i	i
NadD block	-4.4	-3.4	0.5	1.6	-2.8	3.2	15.8	-1.5
STEP block	-0.2	-1.5	2.4	1.9	-1.2	-0.6	-0.5	0.5
DNMT1 block	-2.3	2.4	-3.4	-0.5	-2.2	-0.4	-13.6	6.6
MT1-MMP act inh	-1.4	-1.5	-2.5	0.7	.	7.9	-4.9	-4.8
Scp1 inh	-9.6	-4.3	-5.2	-4.8	-5.2	-5.0	-8.2	2.0
NRP1-CendR mod	-3.1	11.0	-0.4	9.2	3.5	8.4	-10.1	0.7

(9) CC1CCC(NC(=O)CNC(=O)c2ccc3ccccc3c2)CC1 (stereo not drawn)
(10) O=C(CCCC(=O)OCC(Cl)=C(Cl)Cl)Nc1ccc(F)cc1
(11) O=C(Cc1ccccc1)c1ccccc1C(=O)N1CCCCC1
(12) CC(=O)N1c2ccc(S(=O)(=O)N3CCCC(C(=O)Nc4cccc(Cl)c4)C3)cc2CC1C (stereo not drawn)
(13) CC(C)c1ccc(NC(=O)C(=O)c2cn(CC(=O)N3CCCCC3)c3ccccc23)cc1
(14) COc1cccc(NC(=O)Cc2nnc(SCC(=O)NC3CCCC3)n2C)c1
(15) COCc1nnc(NC(=O)CSCc2ccccc2)s1
(16) Clc1ccccc1N1CCN(Cc2ccc(Br)o2)CC1
compound no.	9	10	11	12	13	14	15	16
LMPTP inh	-0.6	0.6	-0.8	1.9	0.1	-1.2	-0.6	-1.3
SUMO1 PPI mod	-2.0	-1.6	-4.5	-0.8	-6.3	4.6	-0.2	-2.0
SKN-1 block	7.4	5.3	2.0	3.8	6.8	9.1	-2.2	-5.9
Rpn11 inh	i	i	i	i	i	i	i	i
NadD block	-4.0	-2.2	-4.7	4.9	9.4	1.3	-1.7	-8.2
STEP block	1.1	1.4	-1.4	-0.7	1.0	3.0	0.9	-1.6
DNMT1 block	2.8	8.2	2.2	3.8	-1.6	1.3	0.4	1.1
MT1-MMP act inh	-2.7	-8.8	-4.2	-10.2	-4.1	0.3	-4.3	0.1
Scp1 inh	-3.9	-13.0	-9.0	-7.5	-3.9	4.2	-10.8	-10.8
NRP1-CendR mod	10.1	11.1	9.8	11.8	-5.5	-7.7	4.8	8.9

(17) O=C(O)CN1CCc2ccccc2C1
(18) CC(C)(C)CC(C)(C)N1CNC(=S)NC1
(19) O=C(/C=C/c1c(F)cccc1Cl)Nc1ccc(S(=O)(=O)Nc2ncccn2)cc1
(20) Cc1ccc(NC(=O)COC(=O)CCC2CCCC2)c(Br)c1
(21) Cc1ccc(C(=O)OCC(=O)N2CCCC2)cc1
(22) CN1CCN(c2ccc(-c3cc(NC=O)c4ncc(-c5ccccc5)n4c3)cc2)CC1
(23) COc1ccc(CCC(C)NCc2ccc(Cl)c(Cl)c2)cc1 (stereo not drawn)
(24) Cc1cccc(NC(=O)Nc2ccc(Cl)cc2)n1
compound no.	17	18	19	20	21	22	23	24
LMPTP inh	0.5	-3.4	-1.2	3.5	-0.4	1.5	-0.1	-1.6
SUMO1 PPI mod	1.1	8.7	-2.4	2.8	-6.2	-65.6	7.4	13.7
SKN-1 block	4.4	-8.3	-2.7	-0.9	6.2	4.5	-3.4	23.8
Rpn11 inh	i	i	i	i	i	i	i	i
NadD block	-6.4	2.1	0.2	-6.4	5.6	7.8	-2.7	-5.2
STEP block	-0.4	-3.6	-1.7	2.6	0.2	4.9	0.9	1.7
DNMT1 block	-4.3	2.7	1.6	6.7	0.9	-13.7	1.2	-0.3
MT1-MMP act inh	0.5	5.2	-2.5	-0.2	2.0	-10.9	0.5	-4.2
Scp1 inh	-2.5	-4.4	2.4	-8.2	1.4	.	-1.2	-13.9
NRP1-CendR mod	-5.3	-3.1	8.2	-8.8	-1.6	-41.9	9.9	-1.2

(25) CCn1nc(CC(=O)Nc2nnc(CC(=O)N3CCCC3)s2)c2ccccc2c1=O
(26) COc1ccc(NC2CCCN(C(=O)c3cc4ncccn4n3)C2)cc1 (stereo not drawn)
(27) CC12CCC(=O)N1C(C(=O)Nc1cc(C(F)(F)F)ccc1N1CCCCC1)CS2 (stereo not drawn)
(28) CC1CCCCC1NC(=O)CSc1nc2ccccc2c(=O)n1Cc1ccco1 (stereo not drawn)
(29) COc1ccc(-n2c(SCC(=O)NCc3cccs3)nnc2-c2ccoc2C)cc1
(30) CC1CCCC(C)N1C(=O)CSc1ncccn1 (stereo not drawn)
(31) CCCOc1ccc(F)cc1-c1cc(C(=O)NCc2cc(OC)cc(OC)c2)[nH]n1
(32) CCN(CC(=O)Nc1ccc(NC(C)=O)cc1)C(=O)c1cc2ccccc2oc1=O
compound no.	25	26	27	28	29	30	31	32
LMPTP inh	-1.7	-0.6	2.8	-0.6	0.2	-0.5	4.3	-0.9
SUMO1 PPI mod	0.0	-3.4	2.1	1.6	-0.5	9.6	0.2	-4.9
SKN-1 block	-12.8	-7.6	-19.0	-5.1	-7.4	26.1	0.0	9.3
Rpn11 inh	i	i	i	i	i	i	i	i
NadD block	3.1	-0.1	-3.8	-1.6	-3.3	-0.4	-1.2	-4.7
STEP block	0.6	-0.4	4.3	0.0	3.1	1.9	-0.7	-2.9
DNMT1 block	-1.6	-1.4	2.4	10.3	-1.1	2.0	-8.5	4.3
MT1-MMP act inh	7.6	-1.1	-2.4	3.5	4.4	-0.5	-1.6	3.3
Scp1 inh	-7.6	10.3	-6.2	-2.7	0.2	-4.9	.	-12.7
NRP1-CendR mod	6.8	-0.8	2.6	4.1	16.0	3.9	2.5	-2.7

(33) CCOc1cc(/C=N/N2CCN(Cc3ccccc3)CC2)ccc1O
(34) CC(Sc1ccccc1)C(=O)NNC(=O)c1csc(N2CCOCC2)n1 (stereo not drawn)
(35) Cc1ccc(NC(=O)C(C)Sc2n[nH]c(CNc3ccccc3)n2)cc1 (stereo not drawn)
(36) O=C(N/N=C/C(Cl)=C/c1ccccc1)c1ccco1
(37) O=C(NCC(c1ccco1)N1CCN(c2ccccc2)CC1)C(=O)NC1CC1 (stereo not drawn)
(38) N#Cc1ccc(C(S(=O)(=O)Cc2ccccc2)S(=O)(=O)Cc2ccccc2)cc1
(39) CCCOC(=O)c1cccc(NC(=O)c2cccnc2)c1
(40) COCC(C)n1c(SCC(=O)NC2CCCCC2)nc2ccccc2c1=O (stereo not drawn)
compound no.	33	34	35	36	37	38	39	40
LMPTP inh	-1.4	0.5	1.0	0.8	-1.3	-0.3	-1.1	-1.4
SUMO1 PPI mod	-2.1	1.4	0.6	-18.6	-1.1	3.3	3.0	-1.2
SKN-1 block	-3.4	3.9	10.3	0.0	5.2	-14.1	6.8	20.7
Rpn11 inh	i	i	i	i	i	i	i	i
NadD block	-2.2	2.2	4.4	-2.8	0.4	-5.0	-1.8	-0.5
STEP block	1.5	-2.1	-0.5	-1.7	-1.5	-0.5	-1.2	-1.7
DNMT1 block	-1.4	1.4	1.9	-2.4	1.8	-3.6	1.8	3.5
MT1-MMP act inh	4.4	-2.8	4.4	-0.1	4.1	4.8	-1.9	0.4
Scp1 inh	-6.0	-0.8	7.6	-10.4	-5.7	.	1.4	.
NRP1-CendR mod	6.9	-4.8	13.5	1.3	-2.6	-13.2	9.6	-16.1

Whole records, quoted from the list.
O=C(NCC(c1ccco1)N1CCN(c2ccccc2)CC1)C(=O)NC1CC1 (stereo not drawn) reads LMPTP inh = -1.3; SUMO1 PPI mod = -1.1; SKN-1 block = 5.2; Rpn11 inh = i; NadD block = 0.4; STEP block = -1.5; DNMT1 block = 1.8; MT1-MMP act inh = 4.1; Scp1 inh = -5.7; NRP1-CendR mod = -2.6
Cc1ccc(NC(=O)C(C)Sc2n[nH]c(CNc3ccccc3)n2)cc1 (stereo not drawn) reads LMPTP inh = 1.0; SUMO1 PPI mod = 0.6; SKN-1 block = 10.3; Rpn11 inh = i; NadD block = 4.4; STEP block = -0.5; DNMT1 block = 1.9; MT1-MMP act inh = 4.4; Scp1 inh = 7.6; NRP1-CendR mod = 13.5
N#Cc1ccc(C(S(=O)(=O)Cc2ccccc2)S(=O)(=O)Cc2ccccc2)cc1 reads LMPTP inh = -0.3; SUMO1 PPI mod = 3.3; SKN-1 block = -14.1; Rpn11 inh = i; NadD block = -5.0; STEP block = -0.5; DNMT1 block = -3.6; MT1-MMP act inh = 4.8; Scp1 inh = .; NRP1-CendR mod = -13.2
